From PubChem BioAssay
PolyA inh = inhibitors of polyadenylation in S. cerevisiae | 0.02% of 300,000 active | calls only at 12 µM | S. cerevisiae SKY197-pL101 polyadenylation reporter, beta-gal luminescence; efflux-impaired pdr1/pdr3 knockout yeast; score 100 = 6 SD above DMSO;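 active = lowest replicate activity score at least 50, where 100 means six control SD above control mean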;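 note: yeast exposed to compound for 9 h at 30 °C; higher score means more reporter readthrough which indicates perturbed polyadenylation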
GSK3 alpha inh = blocks human GSK-3 alpha kinase; P49840; ADP-Glo luminescence, 60 min; inhibition, % at 10 µM; 0.1% of 320,000 active; AID 2650;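 in the data active = inhibition above about 50%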;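 note: GST-tagged GSK-3 alpha with peptide substrate and 25 µM ATP; 0% = DMSO neutral wells and 100% = GW8510 positive control wells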
Target sequence (P49840 whole entry, looked up): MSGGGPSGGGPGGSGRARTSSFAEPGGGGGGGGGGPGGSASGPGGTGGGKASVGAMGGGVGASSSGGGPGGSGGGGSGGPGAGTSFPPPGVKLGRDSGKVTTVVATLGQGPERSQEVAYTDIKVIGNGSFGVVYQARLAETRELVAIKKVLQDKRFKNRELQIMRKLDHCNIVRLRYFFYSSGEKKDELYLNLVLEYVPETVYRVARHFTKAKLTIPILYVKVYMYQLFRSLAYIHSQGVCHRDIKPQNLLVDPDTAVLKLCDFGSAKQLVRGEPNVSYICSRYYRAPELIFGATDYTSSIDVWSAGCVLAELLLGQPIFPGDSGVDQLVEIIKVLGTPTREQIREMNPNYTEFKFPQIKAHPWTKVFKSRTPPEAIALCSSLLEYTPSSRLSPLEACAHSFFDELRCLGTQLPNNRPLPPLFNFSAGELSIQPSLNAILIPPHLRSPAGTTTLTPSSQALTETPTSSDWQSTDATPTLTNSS
hERG rescue = compounds protecting human hERG from proarrhythmic drug block | Q12809 | CHO-hERG, FluxOR thallium flux, dofetilide IC70 present | activation (rescue from dofetilide block), less the hit threshold, % at 10 µM | 0.51% of 310,000 active | AID 1511;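 active = activation above the mean of controls blocked by dofetilide plus 5 SD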;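 note: thallium influx through hERG after potassium depolarization seen as dye fluorescence rise; in these data hits start at about 4.7%; inactives centre near -7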
DYRK1A inh = blocks rat Dyrk1A kinase activity | Q63470 | 0.43% of 310,000 active | AID 504441 | inhibition, % at 12.5 µM | ADP-Glo luminescence, NFATc1 peptide; in the data active = inhibition above about 50%;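 note: plate controls were vehicle with enzyme for no effect and no enzyme for full effect; many of its hits are not listed in these tables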
KCNQ1 act = potentiators or activators of human KCNQ1 potassium channel; 0.35% of 310,000 active; B-score at 10 µM; P51787; CHO-K1 KCNQ1, thallium flux FluxOR fluorescence; hits give high values; AID 2648;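 active = fluorescence ratio B-score, a plate-corrected score, at least three library SD, with initial intensity B-score within 5 SD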
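Schedule – 37 °C overnight plating, 90-min dark dye load, 20-min compound pretreatment · System – stable KCNQ1 CHO-K1 line · Probe or stimulus – thallium- and potassium-containing depolarizing buffer · Measured by – kinetic FluxOR fluorescence, 10 s baseline plus 110 s post-stimulus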
KCNK3 block = human KCNK3 channel inhibition, primary screen. CHO-KCNK3 thallium flux, FluxOR fluorescence; hits give low values. B-score at 10 µM. 0.84% of 340,000 active. AID 602410;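 active = B-score under library mean minus 4 SD, starting fluorescence ratio at most library mean plus 5 SD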;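 note: more negative B-score means stronger inhibition of thallium flux through KCNK3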
Target sequence (O14649 whole entry, looked up): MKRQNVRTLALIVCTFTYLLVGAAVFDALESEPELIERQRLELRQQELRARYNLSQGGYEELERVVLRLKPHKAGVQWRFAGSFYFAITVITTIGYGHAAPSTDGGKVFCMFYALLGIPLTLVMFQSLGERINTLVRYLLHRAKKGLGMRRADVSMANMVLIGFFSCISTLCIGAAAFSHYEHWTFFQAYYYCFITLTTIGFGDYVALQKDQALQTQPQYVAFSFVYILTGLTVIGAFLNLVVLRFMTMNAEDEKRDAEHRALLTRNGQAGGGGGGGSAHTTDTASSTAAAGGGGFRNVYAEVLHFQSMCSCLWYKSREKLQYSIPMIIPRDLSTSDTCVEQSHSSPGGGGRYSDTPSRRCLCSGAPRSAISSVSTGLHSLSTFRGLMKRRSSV
RGS4 pot = RGS4 potentiation or activation | HEK293 M3R/inducible RGS4, carbachol calcium flux Fluo4; hits give low values | B-score at 10 µM | 0.92% of 310,000 active;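 active = B-score of the integrated calcium signal more than 4 SD below the library mean, with starting fluorescence not abnormally high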;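 note: negative B-score means reduced calcium response which marks RGS4 activation or potentiation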
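Detection: kinetic calcium fluorescence imaging with Fluo4-AM dye, 2 µM / Material: HEK293 cells with stable M3R and inducible RGS4 / Schedule: recording 10 s baseline at 1 Hz, 100 s post-agonist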
GSK3B inh = blocks human GSK3beta kinase activity; P49841; activity score (negative = inhibition), % at 10 µM; GST-GSK3beta kinase, ADP-Glo luminescence, 60 min; hits give low values; 0.038% of 300,000 active;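 active = more than half of replicate wells score below -50%, meaning over 50% inhibition versus plate controls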;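 note: 0% = median DMSO wells and -100% = median GW8510 positive control wells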
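Test system – GST-tagged human GSK3beta kinase, cell-free · Incubation – 60 min enzyme reaction, room temperature · Signal – ADP-Glo luminescence · Also added – peptide substrate and ATP at 25 µM · Controls – DMSO neutral wells and GW8510 at 20 µM as positive · Buffer or medium – Tris/MgCl2 kinase buffer · Measure – Luminescence-derived activity versus plate DMSO and GW8510 wells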
KCNQ1 block = blocks the human KCNQ1 potassium channel | P51787 | CHO-K1 KCNQ1, FluxOR thallium flux fluorescence; hits give high values | B-score at 10 µM | 1.3% of 310,000 active | AID 2642;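 active = compounds whose thallium flux B-score, printed positive for inhibition, exceeds three library SD while starting fluorescence stays within three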;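 note: channel opened by potassium depolarization with thallium stimulus after 20 min compound exposure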
KCNK9 inh = inhibitors of human KCNK9 two-pore domain potassium channel; AID 488922; HEK293 KCNK9, FluxOR thallium flux fluorescence; hits give low values; B-score at 10 µM; Q9NPC2; 1.2% of 310,000 active;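 active = ratio B-score over 3 SD below the library mean, with starting fluorescence within 5 SD of its mean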;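 note: negative B-score means less thallium flux so channel inhibition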
RGS4 inh = human RGS4 inhibition; B-score at 10 µM; HEK293 M3R/RGS4 inducible, Fluo-4 calcium flux; hits give high values; triggered by carbachol at its EC20; AID 463165; P49798; 0.45% of 310,000 active;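 active = B-score, a plate-corrected calcium signal, over three deviations above library mean, with baseline fluorescence within five deviations of library mean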;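 note: RGS4 expression induced by doxycycline in cells with stable M3 receptor; B-score is computed from the integrated fluorescence ratio over baseline after carbachol; higher B-score means a larger calcium signal and so more RGS4 inhibition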
Target sequence (P49798 whole entry, looked up): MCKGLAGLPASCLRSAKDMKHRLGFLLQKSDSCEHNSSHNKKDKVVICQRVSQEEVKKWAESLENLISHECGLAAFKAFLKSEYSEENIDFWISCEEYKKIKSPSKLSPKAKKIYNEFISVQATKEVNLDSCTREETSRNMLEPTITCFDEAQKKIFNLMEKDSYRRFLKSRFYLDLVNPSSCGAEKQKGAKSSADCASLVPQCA
The depositor's hits bear a star; i = inactive; x = no result given. Some of the compounds tested; the hit share may differ from the screen's.

SMILES	PolyA inh	GSK3 alpha inh	hERG rescue	DYRK1A inh	KCNQ1 act	KCNK3 block	RGS4 pot	GSK3B inh	KCNQ1 block	KCNK9 inh	RGS4 inh
Cc1ccc(C)c(S(=O)(=O)N2CCN(C(=O)CSc3ccccc3F)CC2)c1	i	-1	-3	6	i	i	i	-7	i	i	i
CSc1nc(-c2ccccc2)nc(N2CCOCC2)c1C(C)=O	i	2	-8	6	i	i	i	2	i	i	i
Cc1c(C(=O)OCCOc2ccccc2)[nH]c2c1C(=O)CCC2	i	43	-5	2	i	i	i	-27	i	i	i
Cc1cccc(NC(=O)c2ccc(NC(=O)CC3SC(N4CCCC4)=NC3=O)cc2)n1 (stereo not drawn)	i	1	-5	9	i	i	i	x	i	i	i
COc1cc(Cl)cc(C2NC(=O)NC(C)=C2C(=O)NCc2ccccc2)c1O (stereo not drawn)	i	-1	2	-7	i	i	i	6	i	i	i
O=C(CSc1nc(N2CCCCC2)nc(N2CCCCC2)n1)Nc1nccs1	i	0	-6	5	i	i	i	-2	i	i	i
Cc1c(CN(C)C(=O)/C=C/c2ccc([N+](=O)[O-])cc2)cnn1C	i	1	-9	-6	i	i	i	3	i	i	i
Cc1cc(C)c(NC(=S)NCCO)c(C)c1	i	-1	-6	-1	i	i	i	2	i	i	i
COc1cc2oc3ccccc3c2cc1N(CC(=O)N(C)C)S(=O)(=O)c1ccc(C)cc1	i	-1	-8	3	i	i	i	2	i	i	i
O=C(c1cc(-c2ccccc2)nc2ccccc12)N1CCc2ccccc2C1	i	-6	-9	0	i	i	i	1	i	i	i
C=CCN1C(=O)c2ccccc2C1(O)Cc1ccccc1 (stereo not drawn)	i	-2	-6	-4	i	i	i	5	i	i	i
COc1ccc(C2Nc3ccccc3C(=O)N2Cc2ccco2)cc1COc1ccc([N+](=O)[O-])cc1 (stereo not drawn)	i	1	-6	x	i	i	i	3	i	i	i
CC(OC(=O)CSc1ccc(F)cc1)C(=O)NC1(C#N)CCCCC1 (stereo not drawn)	i	0	-11	-6	i	i	i	2	i	i	i
CCOc1cccc(C(=O)Nc2nnc(-c3cccs3)s2)c1	i	-2	-11	-6	i	i	i	-3	i	i	i
COc1ccc(/C=N/NC(=O)CN2CCCc3ccccc32)c(OC)c1	i	-2	-5	10	i	i	i	4	i	i	i
O=C(Nc1ccc(Nc2ccccc2)cc1)c1ccc(Br)o1	i	x	-18	4	i	i	i	0	i	-7.7*	i
O=C(OCC(=O)N1CCc2ccccc21)c1c2c(nc3ccccc13)CCCC2	i	-2	-5	-4	i	i	-9.1*	-2	i	-13*	i
Cc1ccc(SCc2cc(=O)[nH]c(SCC(=O)Nc3cc(Cl)ccc3Cl)n2)cc1	i	-3	-10	2	i	i	i	0	i	i	i
Cc1ccc(OCCSc2nc3ccccc3n2CC(=O)O)c(C(C)C)c1	i	-1	-8	-4	i	i	i	3	i	i	i
COc1ccc(-c2csc(-c3cccnc3)n2)cc1C	i	-1	-4	4	i	i	i	-1	i	i	i
COc1cc2c(cc1OC)C(c1cc3cccc(C)c3[nH]c1=O)N(C(=O)c1ccco1)CC2 (stereo not drawn)	i	-1	-9	-6	i	i	i	1	i	i	i
O=C(NCC1CCCO1)c1cc(S(=O)(=O)Nc2ccc(Br)cc2)ccc1Cl (stereo not drawn)	i	-1	-11	-3	i	i	i	2	i	i	i
C=CCN1C(=O)/C(=C\c2ccc(Oc3nc(N4CCOCC4)nc(N4CCOCC4)n3)c(OC)c2)SC1=S	i	0	-7	-17	i	i	i	0	i	i	i
C/C(N)=C(/C#N)C(=O)CSc1nc2ccccc2c(=O)n1CCCOC(C)C	i	-1	-12	0	i	i	i	-4	i	i	i
COC(=O)c1c(O)cc(C(C)(C)C)n(-c2ccccc2)c1=O	i	0	-4	2	i	i	i	-6	i	i	i
COc1cccc(CNS(=O)(=O)c2ccc3c(c2)CC(C)N3C(=O)C2CC2)c1 (stereo not drawn)	i	-2	-5	4	i	i	i	4	i	i	i
Cc1ccccc1-c1nnc(SCC(=O)NC2CCCCC2)o1	i	-3	-4	1	i	i	i	1	i	i	i
Cc1ccc(CS(=O)Cc2ccc(C(=O)NCc3ccccc3Br)o2)cc1 (stereo not drawn)	i	0	-8	-1	i	i	i	0	i	i	i
Cc1ccccc1S(=O)(=O)Nc1ncnc2scc(-c3ccccc3)c12	i	-4	-8	1	i	i	i	2	i	i	i
Cc1ccc(C2CC(C(F)(F)F)n3nc(C(=O)Nc4c(C)n(C)n(-c5ccccc5)c4=O)cc3N2)cc1 (stereo not drawn)	i	0	-11	7	i	i	i	-1	i	i	i
CCc1ccccc1NC(=O)CSc1nnc(Cn2cnc3ccccc32)o1	i	-3	-8	2	i	i	i	-2	i	i	i
CC(=O)c1ccc(Sc2nnnn2-c2ccccc2)c([N+](=O)[O-])c1	i	-2	-3	-1	i	i	i	-8	i	i	i
COc1ccc(CC(=O)Nc2c3c(nn2C(C)(C)C)CS(=O)(=O)C3)cc1OC	i	0	-5	-1	i	i	i	-1	i	i	i
CC1(C)CC(=O)C2=C(C1)OC(N)=C(C#N)C2c1cccs1 (stereo not drawn)	i	1	-6	-4	i	i	i	-2	i	i	i
Cc1cccc(N=C2NN=C(c3c[nH]c4ccccc34)CS2)c1	i	-2	-7	0	i	i	i	-9	i	i	i
Clc1ccc(Oc2cnns2)cc1Cl	i	1	-9	-7	i	i	i	1	i	i	i
CCc1nnc(NC(=O)c2ccc3c(c2)C(=O)N(C(C)(C)C)C3=O)s1	i	x	-11	-2	i	i	i	-1	i	i	i
O=C1CCC([N+](=O)[O-])C(c2ccc(F)c(Br)c2)N1 (stereo not drawn)	i	-3	-6	-1	i	i	i	-1	i	i	i
CCCC(=O)Nc1nnc(SCC(=O)NCc2ccc3c(c2)OCO3)s1	i	x	-3	x	i	i	i	1	i	i	i
CCOC(=O)[C@H]1[C@H]2COc3cc(OC)ccc3[C@@H]2N2C(=O)N(c3ccc(Cl)cc3)C(=O)[C@@]12C	i	-1	-3	-5	i	i	i	1	i	i	i

A different layout for 3 compounds above:
| compound | PolyA inh | GSK3 alpha inh | hERG rescue | DYRK1A inh | KCNQ1 act | KCNK3 block | RGS4 pot | GSK3B inh | KCNQ1 block | KCNK9 inh | RGS4 inh |
| --- | --- | --- | --- | --- | --- | --- | --- | --- | --- | --- | --- |
| CCc1nnc(NC(=O)c2ccc3c(c2)C(=O)N(C(C)(C)C)C3=O)s1 | i | x | -11 | -2 | i | i | i | -1 | i | i | i |
| O=C(Nc1ccc(Nc2ccccc2)cc1)c1ccc(Br)o1 | i | x | -18 | 4 | i | i | i | 0 | i | -7.7* | i |
| Cc1c(C(=O)OCCOc2ccccc2)[nH]c2c1C(=O)CCC2 | i | 43 | -5 | 2 | i | i | i | -27 | i | i | i |

Later entries
SMILES	PolyA inh	GSK3 alpha inh	hERG rescue	DYRK1A inh	KCNQ1 act	KCNK3 block	RGS4 pot	GSK3B inh	KCNQ1 block	KCNK9 inh	RGS4 inh
CCC1Sc2ccc(S(=O)(=O)CCC(=O)NC3CCCCCC3)cc2NC1=O (stereo not drawn)	i	0	-1	1	i	i	i	0	i	i	i
CCCCOCCCNC(=O)N[C@H](C(=O)OC)C(C)CC (stereo partly drawn)	i	-3	-13	-10	i	i	i	-2	i	i	i
COc1ccc(Br)cc1CNC(=O)C1CCN(S(=O)(=O)N2CCCC2)CC1	i	-2	-7	-8	i	i	i	3	i	i	i
COC(=O)c1ccc(NC(=O)CSc2nnc(-c3ccccc3)n2C)cc1	i	-3	x	-3	x	i	x	-1	x	x	x
Cc1cc(C)nc(/N=C(\N)Nc2cccc([N+](=O)[O-])c2)n1	i	-1	-3	1	i	i	i	0	i	i	i
O=C(Cn1c(NCCCO)nc2ccccc21)c1ccc(Cl)cc1Cl	i	-1	-4	8	i	i	i	-1	i	i	i
NC(=O)C1CCN(C2CC(=O)N(c3cccc(F)c3)C2=O)CC1 (stereo not drawn)	i	1	-7	1	i	i	i	-1	i	i	i
O=c1[nH]c2ccccc2nc1C(F)(F)C(F)F	i	-2	-5	0	i	i	i	4	i	i	i
CCOC(=O)C(Nc1ccc2ccccc2c1)C(=O)OCC	i	-5	-8	-2	i	i	i	4	i	i	i
FC(F)Oc1ccc(NC(=S)N2CCN(Cc3ccccc3)CC2)cc1	i	-1	-9	x	i	i	i	2	i	i	i
COc1cc(C2C(C(=O)c3ccc(C)o3)=C(O)C(=O)N2CCCn2ccnc2)cc(OC)c1OC (stereo not drawn)	i	0	-7	x	i	i	i	0	i	i	i
CCC(C)C(NC(=O)C1CCC(C)CC1)C(=O)NCc1cccnc1 (stereo not drawn)	i	1	-1	1	i	i	i	-1	i	i	i
COc1ccc(CCNC(=O)/C(C#N)=C2\N=C(NC(=O)c3cccs3)c3ccccc32)cc1	i	-1	-6	-3	i	i	i	-4	i	i	i
O=C(COC(=O)c1cccnc1)Nc1ccc2c(c1)OCO2	i	-1	-6	-6	i	i	i	3	i	i	i
CC(OC(=O)CCC(=O)c1ccc(F)cc1)C(=O)NC1CCCCC1C (stereo not drawn)	i	1	-14	x	i	i	i	2	i	i	i
CCN(CC(=O)Nc1c(F)cccc1F)C(=O)C1CCCN(C(=O)c2ccc(Cl)cc2)C1 (stereo not drawn)	i	3	-9	-5	i	i	i	1	i	i	i
Cc1cc(NCCO)c2cc(O)ccc2n1	i	3	-10	8	i	i	i	2	i	i	i
CCOc1ccccc1-c1nc(CN2CCN(C(=O)c3ccco3)CC2)c(C)o1	i	-1	-6	5	i	i	i	3	i	i	i
COC(=O)C1CCN(c2ccc(Cl)nn2)CC1	x	-1	-7	0	i	i	i	0	i	i	i
c1csc(-c2nc(CN3CCSCC3)cs2)c1	i	3	-4	x	i	i	i	-1	i	i	i
CC(=O)C(Sc1nc(NC(C)(C)C)nc(N(C)C)n1)C(C)=O	i	-1	-4	3	i	i	i	0	i	i	i
COc1cccc(C(=O)N2CCN(Cc3ccco3)CC2)c1OC	i	0	-8	6	i	i	i	0	i	i	i
NC(=O)CC(NC(=O)c1ccc(Br)cc1)c1ccc(N2CCC(Br)CC2)c([N+](=O)[O-])c1 (stereo not drawn)	i	0	0	5	i	i	i	-1	i	i	i
Cc1ccsc1/C=N/NC(=O)Cc1cccn1C	i	3	-8	0	i	i	i	2	i	i	i
